Screens from PubChem BioAssay.
TAG inh: inhibitors of triacylglycerol accumulation, primary screen, cell-based, uHTS, fluorescence, H9c2. H9c2 cells, Nile Red lipid (TAG) fluorescence; cells loaded with 200 µM oleic acid. inhibition, % at 12.5 µM. actives 0.66% (n = 230,000). AID 651582, 2012;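 active = pattern-corrected inhibition of lipid staining of at least 50% with the nuclear-stain viability signal not falling by more than 50%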;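 also: 0% = DMSO wells and 100% = triacsin C control wells; some results filed as inactive read as strong as hits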
TAG inh DAPI viability: recorded beside TAG inh, whose call it bears; DAPI nuclei signal change (viability), lower = more cytotoxic, %;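 whole-well DAPI fluorescence read on a plate reader as a viability signal; minus 50 percent equals half of cells still viable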
* marks the source's active call; other numbers are inactive results; i = inactive.

[1] CC(NCCN(C)C)C1CCC2C3CCc4cc(O)ccc4C3CCC12C (configuration not stated)
[2] COc1ccc(C(O)(C(=O)NNc2ccc(C)cc2)c2cccs2)cc1 (configuration not stated)
[3] Cc1occc1C(=O)N1CCCC(Nc2ccc(F)c(F)c2)C1 (configuration not stated)
[4] O=C(Nc1ccncc1)Nc1cccc(Cl)c1Cl
[5] CCN(CC)C(CNS(=O)(=O)c1ccc(Cl)cc1)c1ccccc1 (configuration not stated)
[6] CC12CCC(C)(c3nc4ccccc4nc31)C2(C)C
[7] CC(=O)c1sc(NC(=O)c2ccccc2)nc1-c1ccccc1
[8] CC1CN(C(=O)c2ccc(NS(=O)(=O)c3ccc(F)cc3)cc2)CC(C)O1 (configuration not stated)
[9] Cc1cc(-c2ccccc2)nc(N(C)NC(=O)C2CC2)c1S(C)(=O)=O
[10] O=C(NC(=S)Nc1cc(S(=O)(=O)N2CCOCC2)ccc1N1CCOCC1)c1ccco1

Assay by compound	1	2	3	4	5	6	7	8	9	10
TAG inh	5	6	-19	7	4	-15	-12	-8	-15	-19
TAG inh DAPI viability	17	-16	9	-8	-1	8	-12	-8	6	-6

[11] C=CC[C@@H](CC(=O)N[C@@H](CO)Cc1ccccc1)C(=O)N[C@@H](C)COC(=O)[C@@H](CC=C)Cc1ccc(F)cc1
[12] CCN(CC)C(=O)CN(C#N)c1nc(Cl)nc(N(C)C)n1
[13] COc1cc(CN2CCNC(=O)C2CC(=O)NC2CCCCC2)cc(OC)c1 (configuration not stated)
[14] COC(=O)C1=C(N)Oc2cc(C)[nH]c(=O)c2C1c1ccc(Cl)cc1 (configuration not stated)
[15] CC(C)(C)NC(=O)c1cccc(NC(=O)Cc2cccs2)c1
[16] Cc1ccccc1CNC(=O)c1cc2ccccc2o1
[17] CCn1cc(C(=O)NCCOC)c(=O)c2ccc(C)nc21
[18] Cc1noc2ncnc(Sc3ccccc3Cl)c12
[19] CCOC(=O)C1=NNC(C(=O)OCC)C1C(=O)OCC (configuration not stated)
[20] COc1cccc(C2CC(=O)N3CN(c4cccc(Cl)c4C)CSC3=C2C#N)c1OC (configuration not stated)

Assay by compound	11	12	13	14	15	16	17	18	19	20
TAG inh	-6	-1	6	-5	11	-5	6	-10	-2	7
TAG inh DAPI viability	-9	0	8	5	7	4	-7	2	8	-7

Part of the list above in another layout:
| nr | Compound | TAG inh | TAG inh DAPI viability |
| --- | --- | --- | --- |
| 7 | CC(=O)c1sc(NC(=O)c2ccccc2)nc1-c1ccccc1 | -12 | -12 |
| 8 | CC1CN(C(=O)c2ccc(NS(=O)(=O)c3ccc(F)cc3)cc2)CC(C)O1 (configuration not stated) | -8 | -8 |
| 9 | Cc1cc(-c2ccccc2)nc(N(C)NC(=O)C2CC2)c1S(C)(=O)=O | -15 | 6 |
| 10 | O=C(NC(=S)Nc1cc(S(=O)(=O)N2CCOCC2)ccc1N1CCOCC1)c1ccco1 | -19 | -6 |
| 11 | C=CC[C@@H](CC(=O)N[C@@H](CO)Cc1ccccc1)C(=O)N[C@@H](C)COC(=O)[C@@H](CC=C)Cc1ccc(F)cc1 | -6 | -9 |
| 12 | CCN(CC)C(=O)CN(C#N)c1nc(Cl)nc(N(C)C)n1 | -1 | 0 |
| 13 | COc1cc(CN2CCNC(=O)C2CC(=O)NC2CCCCC2)cc(OC)c1 (configuration not stated) | 6 | 8 |
| 14 | COC(=O)C1=C(N)Oc2cc(C)[nH]c(=O)c2C1c1ccc(Cl)cc1 (configuration not stated) | -5 | 5 |
| 15 | CC(C)(C)NC(=O)c1cccc(NC(=O)Cc2cccs2)c1 | 11 | 7 |
| 16 | Cc1ccccc1CNC(=O)c1cc2ccccc2o1 | -5 | 4 |
| 17 | CCn1cc(C(=O)NCCOC)c(=O)c2ccc(C)nc21 | 6 | -7 |
| 18 | Cc1noc2ncnc(Sc3ccccc3Cl)c12 | -10 | 2 |
| 19 | CCOC(=O)C1=NNC(C(=O)OCC)C1C(=O)OCC (configuration not stated) | -2 | 8 |
| 20 | COc1cccc(C2CC(=O)N3CN(c4cccc(Cl)c4C)CSC3=C2C#N)c1OC (configuration not stated) | 7 | -7 |

Following part.
[21] COc1ccc(C(C)=O)cc1Cn1c(C)c(C(=O)NC2CC2)sc1=O
[22] CC1(C)CC(=O)c2sc(NC(=O)C3COc4ccccc4O3)nc2C1 (configuration not stated)
[23] COc1cccc(CN(C(=O)c2cc3ccccc3oc2=O)C2CC2)c1
[24] COc1ccc(Cc2nn3c(Cn4nnc5ccccc54)nnc3s2)cc1
[25] Cn1c(N)nc2nc[nH]c2c1=S
[26] COc1cccc(NC(=O)CCS(=O)(=O)c2cccs2)c1
[27] CCS(=O)(=O)c1ccc2oc(SCC(=O)NCCc3ccc(F)cc3)nc2c1
[28] COc1ccc(NC(=O)COC(=O)CCCc2c[nH]c3ccccc23)cc1
[29] Cc1ccccc1OCc1n[nH]c(=S)n1-c1ccccc1
[30] N#CC1=C(SCC(=O)c2cc3ccccc3oc2=O)NC(=O)C(C#N)C12CCCC2 (configuration not stated)

Assay by compound	21	22	23	24	25	26	27	28	29	30
TAG inh	5	-2	1	6	3	17	-10	-12	19	4
TAG inh DAPI viability	-3	-3	0	3	-1	-12	5	2	-22	3

[31] COc1ccc(OC(C)c2nnc(N)s2)cc1 (configuration not stated)
[32] O=C(NC1CCS(=O)(=O)C1)c1c(NC(=O)C2COc3ccccc3O2)sc2c1CCCC2 (configuration not stated)
[33] Cc1ccc(-c2ccc(NC(=O)C3C4C=CC(C4)C3C(=O)O)cc2)o1 (configuration not stated)
[34] C=CCOC(=O)CN1C(=O)c2ccccc2C1=O
[35] Cc1nc2c(OCc3ccc(OC(F)F)cc3)cccn2c1N(C)C(=O)CCC1CCCC1
[36] Cc1ccc(NC(=O)c2sc(N)nc2-c2ccc([N+](=O)[O-])cc2)cc1C
[37] CC(=O)Nc1cccc(-c2csc(C(O)c3ccc(F)cc3)n2)c1 (configuration not stated)
[38] O=C(COC(=O)c1cccc(-n2cnnn2)c1)c1ccccc1
[39] CN(CC(=O)Nc1ccc(F)cc1)C(=O)C1Cc2ccccc2CN1S(C)(=O)=O (configuration not stated)
[40] CC(C)C(=O)Nc1nnc(CCc2nnc(NC(=O)C(C)C)s2)s1

Assay by compound	31	32	33	34	35	36	37	38	39	40
TAG inh	-1	19	-11	-4	3	-1	-7	-18	-7	-18
TAG inh DAPI viability	0	-16	-4	2	6	-4	-7	11	1	1

[41] COc1ccc(N2CCN(C(=O)c3cccc(NC(=O)c4ccco4)c3)CC2)cc1
[42] Cc1ccc(-c2n[nH]c(=S)n2/N=C/c2c(C)[nH]n(-c3ccccc3)c2=O)cc1
[43] CCCN(CCC)C(=O)Cn1c(=O)n(CCCCC(=O)NC2CCCC2)c(=O)c2ccccc21
[44] CCCN1C(=O)C(=O)c2cc(Cl)ccc21
[45] CC(C)(COC(=O)c1ccccc1)N1CC2CCC(C1)O2
[46] COC(=O)c1cc2c(ccn2-c2ccc(F)cc2)n1C(C)C
[47] CN(Cc1ccccc1)C(=O)c1nc2ccccn2c1CN1CCCC1c1nccs1 (configuration not stated)
[48] COc1cc(CNc2ccc3c(c2)OCCO3)ccc1OCC(N)=O
[49] O=C(CNC(=O)C1CCCCC1)NNC(=O)c1ccccc1Br
[50] CCOC(=O)CC(N)c1ccc(OC)cc1 (configuration not stated)

Assay by compound	41	42	43	44	45	46	47	48	49	50
TAG inh	3	4	-58	20	-4	0	-2	-16	6	16
TAG inh DAPI viability	6	3	-1	-25	10	-10	1	-8	8	-13

[51] COC(=O)COc1ccc2c(=O)c(-c3ccccc3OC)coc2c1
[52] CC1CCCN(C(=O)C2CCN(c3nc(-c4ccccc4)nc4c3CCC4)CC2)C1 (configuration not stated)
[53] Clc1ccc(-c2nc(NCCCN3CCOCC3)c3ccccc3n2)cc1
[54] COc1cc(OC)c2c(-c3cccc(-c4ccc(N(C)C)cc4)c3)cc(=O)oc2c1
[55] CC12CC(NC(=O)N1c1cccc(C(=O)Nc3ncn[nH]3)c1)c1ccccc1O2 (configuration not stated)
[56] CC(NC(=O)c1ccccc1)c1nnc(SCC(=O)Nc2nnc(C3CC3)s2)n1C (configuration not stated)
[57] COc1cccc(CN(C)CC(=O)Nc2cc3oc4ccccc4c3cc2OC)c1
[58] Cc1cc(C(=O)NN)n[nH]1
[59] Cc1nn(Cc2ccc(Cl)cc2Cl)c(C)c1NC(=O)c1ccc(COc2cc(Cl)ccc2Cl)o1
[60] CCCn1c(N2CCN(Cc3cccc(C)c3)CC2)nc2c1c(=O)[nH]c(=O)n2C

Assay by compound	51	52	53	54	55	56	57	58	59	60
TAG inh	-7	14	20	-51	7	5	1	0	18	-6
TAG inh DAPI viability	-4	1	8	-15	-2	-1	1	-6	-1	3

[61] Cc1ccc(S(=O)(=O)N(CCO)Cc2ccccc2)cc1
[62] COc1ccccc1NC(=O)N(Cc1ccco1)Cc1cc2cc(C)cc(C)c2[nH]c1=O
[63] O=[N+]([O-])C(=C1NCCN1)C(Cl)=C(Cl)Cl
[64] CCCc1cc(=O)oc2c(CN3CCN(C)CC3)c(O)c(Cl)cc12
[65] Cc1ccc(CN(C)C(=O)CN2C(=O)NC(c3ccccc3)(c3ccccc3)C2=O)c(C)c1
[66] O=C(COC(=O)c1ccccc1Br)NCc1ccccc1
[67] O=C(O)c1ccccc1CSc1nc2ccccc2o1
[68] CSc1ccc(CN2CCN(Cc3ccccc3)C(CCO)C2)cc1 (configuration not stated)
[69] CCCCc1ccc(S(=O)(=O)NC(=O)C2(C)CCN2C(=O)c2cccc(F)c2)cc1 (configuration not stated)
[70] COc1cccc(N(CC(=O)NCCSc2ccccn2)S(C)(=O)=O)c1

Assay by compound	61	62	63	64	65	66	67	68	69	70
TAG inh	8	-20	-2	-21	44	-28	-17	-27	7	6
TAG inh DAPI viability	-3	3	-7	84	2	10	7	15	2	-16

[71] COc1ccc(C2CC(c3ccccc3)=NN2c2ccc(S(N)(=O)=O)cc2)cc1OC (configuration not stated)
[72] CCN1C(=O)[C@H]2[C@@H](c3ccc(C(F)(F)F)cc3)N[C@]3(CCCN(Cc4ccccc4)C3=O)[C@H]2C1=O
[73] CN[C@H]1C[C@H]2c3[nH]c4ccccc4c3CCN2C(=O)[C@H]1[C@H](C)O
[74] O=C(C1=COCCO1)N1CCN(S(=O)(=O)c2cccc(Br)c2)CC1
[75] CCOC(=O)c1[nH]c(C)c(CCC(=O)OC)c1C
[76] COc1cccc(C(=O)Nc2nnc(S(=O)(=O)N3CCCCC3)s2)c1
[77] COc1ccc(C2CC(=O)C3=C(C2)Nc2ccccc2N(C(=O)CCC(=O)O)C3c2ccc(F)cc2)cc1 (configuration not stated)
[78] Cc1ccccc1NC(=S)Nc1ccc2cn[nH]c2c1
[79] CCOC(=O)c1c(NC(=O)Cn2nc(C(=O)O)c3ccccc3c2=O)sc(C)c1C
[80] COC(=O)C(C)(C)ONC(=O)Nc1ccccc1[N+](=O)[O-]

Assay by compound	71	72	73	74	75	76	77	78	79	80
TAG inh	-15	25	9	-1	-13	-1	1	-2	5	-3
TAG inh DAPI viability	i	-13	9	-4	8	-5	-3	2	4	-3

[81] CN(CC(=O)Nc1ccccc1Cl)C(=O)COC(=O)C1CCN(c2ccc(C(F)(F)F)cn2)CC1
[82] COc1ccc(C2C(C#N)=C(N)OC3=C2C(=O)CC(C)(C)C3)cc1 (configuration not stated)
[83] CCN1C(=O)N[C@@H](CCc2ccccc2)[C@H](C(C)=O)[C@H]1C
[84] Cc1nc2ccccc2c(=O)n1/N=C/c1ccco1
[85] CCCS(=O)(=O)NC(=O)C1(C)CCCN(C(=O)c2ccc(SC(F)(F)F)cc2)C1 (configuration not stated)
[86] CCOC(=O)C1(CCCc2ccccc2)CCN(C(=O)COC)CC1
[87] Cc1cc(C)c(NC(=O)c2ccc3nccnc3c2)c(C)c1
[88] CN1C(C(=O)Nc2ccccn2)=C(O)c2sc(Cl)cc2S1(=O)=O
[89] CCN(C(=O)c1cccc(S(=O)(=O)N2CCCCC2)c1)C1CCS(=O)(=O)C1 (configuration not stated)
[90] O=C(CN1C(=O)NC2(CCCCC2)C1=O)Nc1cccc(S(=O)(=O)N2CCOCC2)c1

Assay by compound	81	82	83	84	85	86	87	88	89	90
TAG inh	1	-3	-16	15	-4	-4	5	-3	-8	18
TAG inh DAPI viability	-5	-9	-4	-3	-3	4	-4	-8	8	-8

[91] CC(C)N1CCc2c(sc(NC(=O)c3ccc(S(=O)(=O)N4CCCCC4C)cc3)c2C(N)=O)C1 (configuration not stated)
[92] COc1ccc(S(=O)(=O)NC2CCCC2)c(OC)c1
[93] Cc1ccc(NC(=O)COC(=O)C2CCC(=O)N2)c([N+](=O)[O-])c1 (configuration not stated)
[94] COc1cc(CC(=O)Nc2cccc(SC)c2)cc(OC)c1OC

Assay by compound	91	92	93	94
TAG inh	11	7	10	0
TAG inh DAPI viability	9	2	-8	0

The list is partial (hit frequency here may not be typical).
